Screens: PubChem, National Center for Advancing Translational Sciences (NCATS)
ATXN2 expr inh – Primary qHTS for Inhibitors of ATXN expression | HEK-293 ATXN2-luciferase reporter, luminescence, 24 h | Potency, µM (series often up to 57 µM), without a hit: at the top dose activity change, negative = inhibition, usual class: inhibitors | actives 0.72% (n = 360,000); also: potency is read from the fitted curve at half-maximal effect; % is scaled to controls: 0 for no effect and ±100 for the full control effect; nearly all actives have a fitted effect of over 55% in size
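ATXN2-luciferase reporter cells (luciferase flanked by upstream and downstream ATXN2 gene portions) were treated 24 h at 37 °C with compounds at up to 57 uM. SteadyGlo luminescence gave expression; GF-AFC fluorescence gave viability.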
KB-3-1 cytotox – qHTS assay for MDR1-selective chemotherapeutics: Primary screen using the parental adenocarcinoma cell KB-3-1. KB-3-1 viability, CellTiter-Glo ATP luminescence, 72 h. Potency, µM (top dose mostly 46.1 µM), for inactives: top-dose activity change, negative = cytotoxic, actives largely listed as cytotoxic. actives 1.4% (n = 400,000); also: potency is read from the fitted curve at half-maximal effect; % is scaled to controls: 0 for no effect and ±100 for the full control effect; nearly all actives have a fitted effect of over 60% in size
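Cells are dispensed, compounds pinned in, plates held at 37 °C for 72 h, then CellTiter-Glo is added and luminescence read after 10 minutes. Cell line: parental KB-3-1 in phenol-red-free DMEM, 10% FBS.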
HepG2 tox – qHTS for Inhibitors of TGF-b: Cytotox Counterscreen. HepG2 CAGA-GFP viability, ATP luminescence, 18 h. Potency, µM (top dose mostly 46.1 µM), for inactives: at the top dose activity change, negative = cytotoxicity, usual class: cytotoxic. actives 0.76% (n = 410,000); also: potency is read from the fitted curve at half-maximal effect; some results filed as inactive show a strong effect at the top dose
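CellTiter-Glo luminescence gave cytotoxicity after 18 hours at 37 degrees C. The cells were HepG2 CAGA-GFP in 1% FBS DMEM, stimulated with 500 pg/mL TGF-beta after compound addition. %Activity was normalised to no-cell wells (complete cell-killing) and DMSO (no toxicity), and curves were fitted and classified.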
ATXN viability – Viability Counterscreen for Primary qHTS for Inhibitors of ATXN expression. actives 0.49% (n = 400,000). S2 cells (HEK-293 line with an ATXN2-luciferase reporter) viability, CellTiter-Fluor protease fluorescence, 24 h. Potency, µM (highest dose often 56.7 µM), hits mostly cytotoxic; also: potency is read from the fitted curve at half-maximal effect; nearly all actives have a fitted effect of over 40% in size
IL1B secr inh – qHTS for Inhibitors of Inflammasome Signaling: IL-1-beta AlphaLISA Primary Screen; THP-1 LPS/ATP IL-1B secretion, AlphaLISA, 16 h; stronger effect = lower value; activity change, % at 57.5 µM; actives 4.7% (n = 360,000); AID 743279, 2014; in the data active = activity change below about -50%; inconclusive = mostly about -30% to -49%; also: % is scaled to controls: 0 for no effect and ±100 for the full control effect
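Secreted IL-1B measured by AlphaLISA bead assay after 16 h compound exposure of THP-1 cells; compounds (final up to 57.5 uM) added 1 h before LPS (250 ng/mL) and ATP (1.25 mM) stimulation; lower signal means less secretion.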
SW480 rereplic – A quantitative high throughput screen for small molecules that induce DNA re-replication in SW480 colon adenocarcinoma cells | SW480 DNA re-replication, Hoechst DNA content imaging, 48 h | Potency, µM (highest dose often 46.1 µM), without a hit: top-dose re-replication activation, usual class: activators | actives 1.8% (n = 340,000); also: potency is read from the fitted curve at half-maximal effect; % of control where 0% means no effect; nearly all actives have a fitted effect of over 55% in size
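Cells (250 per well) received 23 nL compound or DMSO by pin tool and were kept 48 hr at 37 C, 5% CO2. Nuclei were then stained with Hoechst for 40 min and scanned for DNA content.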
MCF10A rerep – A quantitative high throughput screen for small molecules that induce DNA re-replication in MCF 10a normal breast cells; MCF 10A DNA re-replication, Hoechst nuclear intensity, 48 h; Potency, µM (top dose mostly 46.1 µM), inactives show top-dose activity, positive = re-replication, hits mostly activators; actives 2.9% (n = 350,000); AID 624296, 2012; also: potency is read from the fitted curve at half-maximal effect; % of control where 0% means no effect; nearly all actives have a fitted effect of over 50% in size
HT1080-NT tox – qHTS for induction of synthetic lethality in tumor cells producing 2HG: qHTS for the HT-1080-NT fibrosarcoma cell line; HT-1080-NT fibrosarcoma viability, CellTiter-Glo ATP luminescence, 48 h; Potency, µM (doses to about 46.1 µM), for the others: at the top dose activity, negative = less viability, actives largely listed as cytotoxic; actives 1.6% (n = 360,000); AID 686970, 2013;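 also: NT is the 2HG producing partner of a matched IDH1 knockdown line; potency is read from the fitted curve at half-maximal effect; 0% = DMSO-treated cells and -100% = media-only wells without cells; nearly all actives have a fitted effect of over 55% in size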
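Compounds were tested in concentration-response format on HT-1080-NT cells for 48 hours at 37 degrees C. Cell viability came from CellTiter-Glo luminescence; curves were classified by r2, response magnitude and activity.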
HT1080 IDH1KD tx – qHTS for induction of synthetic lethality in tumor cells producing 2HG: qHTS for the HT-1080-IDH1KD cell line; actives 2% (n = 360,000); HT-1080 IDH1 knockdown viability, ATP luminescence, 48 h; Potency, µM (series often up to 46.1 µM), inactives show top-dose activity, negative = toxicity, most hits filed as cytotoxic;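 also: potency is read from the fitted curve at half-maximal effect; 0% = DMSO wells and -100% = cell-free medium wells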
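After a 2 h attachment period, IDH1KD HT-1080 cells took pin-transferred compound for 48 h at 37 °C; ATP-based luminescence after 10 min room-temperature reagent incubation reported viability.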
The depositor's hits bear a star; i = inactive; ? = inconclusive; . = not tested or not shown; & = joins results of further samples; [ ] = remark or other dose. Unless noted, calls follow the shape of the dose curve; as a rule, active = well fitted curve in the direction sought with a large enough effect; inconclusive = small, poorly fitted or top-dose-only effect, or another doubt; inactive = no such curve, though single readings can be large; an effect the other way counts as inactive or inconclusive.

(1) Cc1ccc(CNC(=O)CSc2c3c(nc4cc(Cl)ccc24)CCCC3)o1
(2) CC1(C)CC(=O)C=C(C(=O)NC2CCCc3c2cnn3-c2cc(F)cc(F)c2)O1 (stereo unspecified)
(3) Cc1ccc(S(=O)(=O)Nc2nc3ccccc3nc2NCc2ccco2)cc1C
(4) O=C(CN1C(=O)NC2(CCCC2)C1=O)NNC(=O)c1ccc(Br)cc1
(5) Cc1ccc(S(=O)(=O)/C(C#N)=C/c2c(N3CCC(C(N)=O)CC3)nc3ccccn3c2=O)cc1
(6) COc1ccc(CN(C)C2c3ccccc3-c3ccccc32)cc1
(7) Cc1ccccc1-c1cccc([C@@H]2C[C@H]3[C@H](CON3C)CN2Cc2ccccc2)c1
(8) O=C(O)CNC(=O)CC1S/C(=N/N=C/c2ccccc2O)NC1=O (stereo unspecified)
(9) COc1ccc(C/C(C)=N/NC(=S)Nc2ccccc2F)cc1
(10) COc1ccc(C)cc1-n1nnnc1SC(C)C(=O)NC1CCCC1 (stereo unspecified)
entry no.	1	2	3	4	5	6	7	8	9	10
SW480 rereplic	?	-1.3%	1.5%	0.6%	-16.7%	.	9.8%[9.22 µM]	-96.8%[inhibitor]	.	-2.4%
HT1080 IDH1KD tx	?	9.5%	-15.4%	8.7%	-27.6%	?	?	-2.0%	27.3%	-4.0%
HT1080-NT tox	?	9.1%	1.9%	1.1%	-11.3%	-29.2%	-1.9%	-0.5%	25.9%	-2.9%
IL1B secr inh	-67.6*	4.4	18.6	14.2	-2.6	0.0	0.0	4.4	5.6	-22.4
ATXN viability	i	i	i	?	i	i	i	i	i	?
ATXN2 expr inh	-18.4%	8.1%	-9.1%	4.4%	-3.1%	-23.8%	0.0%	.	87.1%[activator]	.
HepG2 tox	-39.5%	4.0%	-5.3%	1.3%	16.3%	-36.5%	-42.2%	-19.6%	-0.2%	-4.1%
KB-3-1 cytotox	?	-1.6%	0.0%	-1.3%	15.4%	?	0.0%	0.4%	0.0%	-1.7%
MCF10A rerep	?	5.8%	?	-4.9%	-183.5%[0.0737 µM]	?	18.4µM*	1.5%	.	2.5%

(11) COC(=O)c1sc(SC)c(S(=O)(=O)C(C)C)c1N/N=C(\C#N)S(=O)(=O)c1ccccn1
(12) COc1cccc(CNC(=O)c2cc(S(=O)(=O)N3CCCCC3)c[nH]2)c1
(13) Cc1cc(O)cc(=O)n1Cc1ccccc1
(14) COc1ccc(-c2noc(N3CCN(c4cccc(C)c4C)CC3)n2)cc1OC
(15) Cc1ccc(NC(=S)NC2CCSc3ccccc32)cc1C (stereo unspecified)
(16) Cn1c(Oc2ccc(F)cc2)nc2c1c(=O)n(Cc1ccccc1Cl)c(=O)n2C
(17) COc1ccc(NC(=O)CCCc2nc3ccccc3c(=O)[nH]2)cc1Cl
(18) CC(C(=O)c1ccc(Br)cc1)[n+]1cccc(NC(=O)c2ccccc2)c1 (stereo unspecified)
(19) COC(=O)[C@H](Cc1ccccc1)NC(=O)c1cc(COc2c(F)cccc2F)on1
(20) Cc1noc(C)c1NC(=O)N(C)C[C@H]1OCc2cn(nn2)CCCC(=O)N([C@@H](C)CO)C[C@@H]1C
entry no.	11	12	13	14	15	16	17	18	19	20
SW480 rereplic	-0.1%	-7.2%	-8.4%	.	18.4µM*	.	-2.9%	-2.7%	-17.2%	.
HT1080 IDH1KD tx	2.4%	0.0%	3.7%	.	-9.9%	.	-8.6%	5.0%	-6.7%	-0.1%
HT1080-NT tox	0.0%	-2.5%	-8.0%	.	-19.1%	.	-0.3%	1.1%	-14.2%	11.3%
IL1B secr inh	5.2	-9.7	14.4	.	-81.4*	.	23.5	?	14.1	3.9
ATXN viability	i	i	i	i	i	i	i	i	i	i
ATXN2 expr inh	-0.6%	-5.9%&13.0%	-17.7%	?	-29.7%	-2.3%	-1.1%	1.5%	50.8%[activator]	6.5%
HepG2 tox	-1.0%	-5.0%&-0.1%	-40.0%	-35.0%	-10.8%	-2.6%	10.8%	-11.3%	-13.1%	2.6%
KB-3-1 cytotox	9.6%	8.1%&2.0%	-3.5%	?	?	?	-2.3%	1.1%	-7.5%	-11.3%
MCF10A rerep	-2.4%	0.2%	5.6%	.	18.4µM*	.	-7.7%	10.0%	-3.3%	.

A few values from the results shown:
Under HepG2 tox, compound 16 is entered as -2.6%
Under ATXN2 expr inh, compound 15 is entered as -29.7%
Under HepG2 tox, compound 13 is entered as -40.0%
Under HT1080 IDH1KD tx, compound 17 is entered as -8.6%
Under MCF10A rerep, compound 11 is entered as -2.4%
Under HepG2 tox, compound 19 is entered as -13.1%

Reprinted at random: two compounds from above
(20) Cc1noc(C)c1NC(=O)N(C)C[C@H]1OCc2cn(nn2)CCCC(=O)N([C@@H](C)CO)C[C@@H]1C
(16) Cn1c(Oc2ccc(F)cc2)nc2c1c(=O)n(Cc1ccccc1Cl)c(=O)n2C
entry no.	20	16
SW480 rereplic	.	.
HT1080 IDH1KD tx	-0.1%	.
HT1080-NT tox	11.3%	.
IL1B secr inh	3.9	.
ATXN viability	i	i
ATXN2 expr inh	6.5%	-2.3%
HepG2 tox	2.6%	-2.6%
KB-3-1 cytotox	-11.3%	?
MCF10A rerep	.	.

Carrying on:
(21) CCOc1ccccc1N(CC(=O)NCC1CCCO1)C(=O)CNS(=O)(=O)c1ccccc1 (stereo unspecified)
(22) CC(=O)Nc1ccc(S(=O)(=O)N2CCC(NC(=O)c3ccco3)CC2)cc1
(23) O=C(Cn1ncc2ccsc2c1=O)N1CCN(c2ccccc2F)CC1
(24) CN1CCN(S(=O)(=O)c2cccc(C(=O)N(C)CC(=O)Nc3ccc(F)c(F)c3F)c2)CC1
(25) COc1cccc(NC(=O)CN(C)C(=O)CSCc2nc3scc(-c4cccs4)c3c(=O)[nH]2)c1
(26) CCCCn1c2ccccc2c2cc(CC(N)=O)ccc21
(27) CCOc1cc(-c2nnc(SCC(=O)Nc3ccc(F)c(F)c3)nc2-c2ccc(OC)c(OCC)c2)ccc1OC
(28) CSc1nsc(SC)c1NC(=O)OCC1CCCO1 (stereo unspecified)
(29) Cc1nn(C(=O)N(C)C)c(C)c1CN1C(=O)c2ccccc2C1=O
(30) CC(C)CN1C(=O)CC(Sc2ccccc2C(=O)O)C1=O (stereo unspecified)
(31) CC1=C(C#N)C2C(/C1=N/O)C2(C)C (stereo unspecified)
(32) O=C(COC(=O)/C=C/c1ccco1)NCCc1ccccc1
entry no.	21	22	23	24	25	26	27	28	29	30	31	32
SW480 rereplic	2.6%	0.8%	.	-3.9%	0.8%	-70.4%	.	-3.2%	-0.6%	?	-1.6%	-1.0%
HT1080 IDH1KD tx	18.3%	5.2%	.	0.8%	1.1%	?	.	-8.7%	-2.2%	-17.7%	-7.3%	1.7%
HT1080-NT tox	18.5%	-0.5%	.	5.5%	-1.8%	-3.5%	.	-10.3%	-12.1%	2.9%[9.24 µM]	-20.8%	20.5%
IL1B secr inh	-2.0	0.1	.	26.5	-57.4*	?	.	28.5	29.6	0.0	7.0	-6.7
ATXN viability	i	i	i	i	?	i	i	i	i	i	i	i
ATXN2 expr inh	-3.6%	4.3%	4.5%	8.6%	-1.2%	0.5%	1.2%	4.9%	-0.3%	3.3%	-1.5%	-0.4%
HepG2 tox	2.7%	-8.6%	-0.5%	11.7%	43.2%	-44.2%	-2.8%	6.2%	12.8%	-0.7%	-6.6%	6.5%
KB-3-1 cytotox	2.2%	-0.1%	1.2%	-21.0%	8.4%	7.0%	-4.1%	-9.9%	12.1%	2.4%	?	-2.4%
MCF10A rerep	3.2%	8.3%	.	?	15.8%	-0.5%	.	-20.3%	-0.3%	?	5.2%	-0.8%

An excerpt from above in order of their number in IL1B secr inh, falling:
no.	Compound	IL1B secr inh
24	CN1CCN(S(=O)(=O)c2cccc(C(=O)N(C)CC(=O)Nc3ccc(F)c(F)c3F)c2)CC1	26.5
31	CC1=C(C#N)C2C(/C1=N/O)C2(C)C (stereo unspecified)	7.0
22	CC(=O)Nc1ccc(S(=O)(=O)N2CCC(NC(=O)c3ccco3)CC2)cc1	0.1
30	CC(C)CN1C(=O)CC(Sc2ccccc2C(=O)O)C1=O (stereo unspecified)	0.0
21	CCOc1ccccc1N(CC(=O)NCC1CCCO1)C(=O)CNS(=O)(=O)c1ccccc1 (stereo unspecified)	-2.0

Printed as active in SW480 rereplic (from the list above):
No.	Molecule	SW480 rereplic	IL1B secr inh
15	Cc1ccc(NC(=S)NC2CCSc3ccccc32)cc1C (stereo unspecified)	18.4µM*	-81.4*
